# PGC1a acetyl inh = PGC1a acetylation modulation, inhibitor mode | inhibition, % at 15.6 µM | U2OS PGC1a acetylation, AlphaScreen anti-acetyl-lysine; with virally co-expressed GCN5 acetyltransferase | 350,000 compounds, 0.17% hits;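 active means every replicate shows inhibition of at least 40%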;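 further: 0% = neutral control wells and 100% = positive control wells; some results beyond the cut were filed as inactive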
# miR-122 sensor = inhibitors of miR-122 in Huh7 cells | Huh7 miR-122 Renilla luciferase sensor, 48 h; neutral wells = 0, positive control = 100 | AID 602342 | activation (reporter increase), % at 12.5 µM | 340,000 compounds, 0.3% hits;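 active means mean replicate activation score at least 90 and every replicate individually at or above 90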;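 further: higher luciferase means less miR-122 activity so hits act as miR-122 inhibitors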
# Casp6 inh = blocks human caspase-6 cleavage activity. P55212. purified caspase-6, Z-VEID-R110 cleavage fluorescence. inhibition, % at 12.5 µM. 350,000 compounds, 0.53% hits. AID 686996;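 active means mean inhibition across replicates at least about 35%, with every replicate also reaching that limit, limit read from the data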;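 further: 0% = median of neutral control wells and 100% = no fluorescence left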
# Target sequence (P55212 24-179 limits assumed): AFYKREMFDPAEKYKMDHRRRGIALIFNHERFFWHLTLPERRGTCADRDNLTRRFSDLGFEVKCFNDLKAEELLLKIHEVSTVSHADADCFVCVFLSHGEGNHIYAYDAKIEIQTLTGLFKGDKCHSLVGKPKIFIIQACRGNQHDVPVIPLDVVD
# Target sequence (P55212 194-293 limits assumed): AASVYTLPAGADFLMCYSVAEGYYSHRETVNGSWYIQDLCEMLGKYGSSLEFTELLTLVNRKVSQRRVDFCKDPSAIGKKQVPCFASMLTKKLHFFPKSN
# PAX8 reporter = PAX8 transcriptional activity inhibition. 360,000 compounds, 1.2% hits. inhibition, % at 12.6 µM. RMG-I TPO-luciferase reporter, SteadyGlo, 24 h;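 active means mean replicate inhibition at least 60% with every replicate also reaching 60%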;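 further: luciferase light reporting Pax8 driven TPO promoter activity; plate controls were median of neutral control wells for no effect and mitoxantrone controls for full effect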
# Cneo AK release = causes C. neoformans cell lysis; adenylate kinase release luminescence, 4 h; normalised: neutral wells 0, clomiphene wells 100; lysis activity, % at 15 µM; 360,000 compounds, 0.2% hits;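 active means mean lysis activity across replicates of at least 80%, whatever share of replicates individually reach that level; inactive means mean lysis activity below 80%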
#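 Signal: Adenylate kinase release luminescence | Assay system: Log-phase Cryptococcus neoformans yeast cells | Input: Cells at 5 × 10^6 per mL | Buffer or medium: Fresh YPD growth medium | Compound: Single dose | Schedule: Static 4 h at 37 °C with compound, 1 h detection | Controls: Clomiphene | Read-out: Luminescence rise reflecting yeast cell lysis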
# EWS-Fli block = blocks EWS/Fli oncoprotein-driven transcription | inhibition, % at 12.6 µM | A673 NR0B1-luciferase reporter, viability-normalised | 350,000 compounds, 0.67% hits;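 active means mean inhibition of at least 50% after viability correction, with every replicate also passing that limit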;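 further: firefly luciferase signal divided by Alamar Blue viability fluorescence both relative to DMSO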
# FN deposit inh = fibronectin deposition inhibition | AID 743247 | inhibition, % at 12.6 µM | AH1F fibroblasts, Alexa488-fibronectin deposition fluorescence, overnight | 350,000 compounds, 0.086% hits;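 active means mean inhibition across replicates of 30% or more, regardless of how many single replicates reach that level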;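 further: positive control wells lacked labelled fibronectin entirely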
#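 test system = AH1F fibroblasts assembling fluorescent fibronectin matrix | quantity = 10000 AH1F cells per well | buffer or medium = DMEM plus 2% serum, read in PBS | doses = single dose, pinned | incubation = 1 h cell attachment, overnight exposure to compound and label | detection = fluorescence at 485 nm excitation, 525 nm emission | read-out basis = inhibition from reduced deposited-fibronectin fluorescence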
# LGR2 inh = Drosophila LGR2 receptor signaling inhibition | AID 720647 | 380,000 compounds, 0.35% hits | HEK293 LGR2, CRE-luciferase, bursicon-stimulated, 4 h | inhibition, % at 9.99 µM;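 active means drop in luminescence signal, shown as inhibition above about 50% in the replicate tests, limit read from the data, passing the limit was not always enough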;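 further: agonist challenge used bursicon conditioned medium at about half maximal strength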
# Active calls of the source: *; / = no result given; [ ] = remark or other dose.
SMILES,PGC1a acetyl inh,miR-122 sensor,Casp6 inh,PAX8 reporter,Cneo AK release,EWS-Fli block,FN deposit inh,LGR2 inh
CSc1ccc(Cn2nnc(C(=O)Nc3ccc(C)c(C)c3)c2N)cc1,-1,-3,-2,-73,1,-29,-14,-18
O=C(NC1CCCCC1)c1ccc(Cn2cc(Cl)cn2)cc1,-1,0,/,11,/,/,0,/
O=S(=O)(c1cccs1)N1CCCCN2[C@H](C1)[C@H](c1ccc(C3=CCCC3)cc1)[C@@H]2CO,7,28[16.7 µM],-1,-14,-3,-4,/,-3
COCCNC(=S)Nc1ccc2nc(N3CCN(C)CC3)cc(C)c2c1,-6,3,-34,-10,-1,-9,-2,-3
O=C(COC(=O)COc1ccc(Cl)cc1Br)NC1CCCC1,1,-2,-4,-8,-4,5,1,-9
O=C(CCc1ccccc1)NCCCN1CCOCC1,0,-4,/,/,1,/,6,/
C[C@H]1CN([C@@H](C)CO)C(=O)c2cc(NC(=O)CCC(F)(F)F)ccc2O[C@@H]1CN(C)C(=O)Nc1ccc2c(c1)OCO2,13,1[16.7 µM],2,-8,-2,-7,/,-11
C[C@@H]1CN([C@@H](C)CO)C(=O)c2cc(NC(=O)Nc3ccc(C(F)(F)F)cc3)ccc2O[C@@H](C)CCCCO[C@@H]1CN(C)Cc1ccc2c(c1)OCO2,-7,12[16.7 µM],2,101*,4,0,-16,12
Cc1ccc(-c2csc(N3CCC[C@@H]3C(=O)NCCn3c(C(F)(F)F)nc4ccccc43)n2)cc1,-7,5,-1,15,-1,4,-5,-34
COCC#Cc1cnc2c(c1)C(=O)N([C@@H](C)CO)C[C@@H](C)[C@H](CN(C)Cc1ccc(-c3ccccc3)cc1)O2,0,7[16.7 µM],/,/,/,15,/,-11
COc1ccc(C2CCN(Cc3cccnc3)CC2O)cc1 (configuration not stated),-2,2,1,/,2,/,2,/
Cc1ccc(Cc2nc(-c3cccc(C)c3)no2)cc1,-19,-2,/,/,-1,/,-6,/

# Another view of part of the listing above:
Molecule | PGC1a acetyl inh | miR-122 sensor | Casp6 inh | PAX8 reporter | Cneo AK release | EWS-Fli block | FN deposit inh | LGR2 inh
O=C(CCc1ccccc1)NCCCN1CCOCC1 | 0 | -4 | / | / | 1 | / | 6 | /
O=C(COC(=O)COc1ccc(Cl)cc1Br)NC1CCCC1 | 1 | -2 | -4 | -8 | -4 | 5 | 1 | -9
C[C@@H]1CN([C@@H](C)CO)C(=O)c2cc(NC(=O)Nc3ccc(C(F)(F)F)cc3)ccc2O[C@@H](C)CCCCO[C@@H]1CN(C)Cc1ccc2c(c1)OCO2 | -7 | 12[16.7 µM] | 2 | 101* | 4 | 0 | -16 | 12
Cc1ccc(-c2csc(N3CCC[C@@H]3C(=O)NCCn3c(C(F)(F)F)nc4ccccc43)n2)cc1 | -7 | 5 | -1 | 15 | -1 | 4 | -5 | -34
O=S(=O)(c1cccs1)N1CCCCN2[C@H](C1)[C@H](c1ccc(C3=CCCC3)cc1)[C@@H]2CO | 7 | 28[16.7 µM] | -1 | -14 | -3 | -4 | / | -3

# Next part.
SMILES,PGC1a acetyl inh,miR-122 sensor,Casp6 inh,PAX8 reporter,Cneo AK release,EWS-Fli block,FN deposit inh,LGR2 inh
CCN(CC1CCCN(CCc2cccc(OC)c2)C1)C(=O)c1ccoc1 (configuration not stated),1,-10,-1,/,0,1,2,-4
CCn1c(=NC(=O)CN2C(=O)CCC2=O)sc2c(C)cc(C)cc21,-12,0,0,28,2,12,-4,3
CO[C@H]1CN(C)C(=O)c2ccc(NC(C)=O)cc2OC[C@@H](C)N(Cc2ccccn2)C[C@H]1C,9,-5[16.7 µM],-1,-5,-3,-6,-15,11
CCCNC(=O)Nc1ccc2c(c1)OC[C@@H](C)N(S(C)(=O)=O)C[C@H](C)[C@@H](OC)CN(C)C2=O,1,/,0,-27,/,-14,-15,7
Cc1cc(=O)[nH]c(SCC(=O)NC2CCCc3ccccc32)n1 (configuration not stated),-8,-2,2,0,-1,-4,-4,1
Cc1ccc(-c2cnc3cc(C)nn3c2)cc1,-4,/,-1,-25,/,48,-6,-11
COc1ccc(CCN(C)C2CCCN(S(=O)(=O)c3ccc(C)cc3)C2)cc1OC (configuration not stated),/,/,3,-4,1,12,-3,-13
O=C(NCC1CC1)[C@H]1[C@H](CO)[C@H]2Cn3c(ccc(-c4cccnc4)c3=O)[C@@H]1N2Cc1nccs1,/,1[16.7 µM],1,25,1,14,/,0
Cc1ccc(S(=O)(=O)N[C@H]2CC[C@@H](CCNC(=O)c3ccc4c(c3)OCO4)O[C@H]2CO)cc1,4,/,-8,-13,-4,-4,/,-3
COc1ccc(S(=O)(=O)N(C)C[C@@H]2Oc3ncc(/C=C/c4ccccc4)cc3C(=O)N([C@@H](C)CO)C[C@@H]2C)cc1,-2,-42[16.7 µM],-1,31,7,8,-17,6
Oc1ccc(C[C@@H]2CNC(=S)N2CCc2cc(C(F)(F)F)cc(C(F)(F)F)c2)cc1,-15,2,5,9,-1,3,-16,23
CCNC(=O)[C@H]1[C@H](CO)[C@H]2Cn3c(ccc(C4=CCCC4)c3=O)[C@@H]1N2C(=O)CC,/,6[16.7 µM],-3,-9,10,-4,/,10
CC(C)NC(=O)N1Cc2cc(C(=O)NC3CCC3)nc(-c3cccc(-c4cccnc4)c3)c2[C@@H]1CCO,-12,/,/,11,/,/,3,6
CCNC(=O)N1C[C@H]2CON(C)[C@H]2C[C@H]1c1ccccc1Br,9,0,-3,-3,1,0,-3,6
CC1CN(C(=O)COC(=O)c2cc(=O)c3ccccc3o2)CC(C)O1 (configuration not stated),/,-2,-3,13,0,4,7,0
CCCN(C)C[C@@H]1Oc2cc(C#Cc3ccc(F)cc3)ccc2S(=O)(=O)N([C@H](C)CO)C[C@H]1C,-11,-2[16.7 µM],-1,/,6,25,-7,5
Cc1nnc(SCc2cc(=O)[nH]c(N3CCN(C)CC3)n2)s1,/,2,/,12,3,/,/,20
O=[N+]([O-])c1cc(Br)c2c(c1)CCN2,/,/,1,9,0,10,10,6
Cc1cc(C)cc(Oc2coc3cc(O)ccc3c2=O)c1,-10,-4,1,-4,-2,0,5,-3
COc1cccc(C2=Cc3ccc(F)cc3C(CC(C)=O)N2c2ccc(C#CC3(O)CCCCC3)cc2)c1 (configuration not stated),/,/,-2,32,/,45,/,-19
O=C(C=Cc1ccccc1F)c1ccccc1,/,/,-1,-16,/,-54,12,-53
Cc1ccc2c(c1)CCCN2C(=O)CSc1ccccc1,/,/,2,-10,0,5,-5,-13
CCOc1ccccc1NC(=O)Cn1c(=O)oc2ccccc21,15,-10,-2,5,0,12,-1,-7
Cc1ccc(OCC(=O)Nc2ccccc2N2CCCC2)c(C)c1,/,/,-5,-5,/,2,11,-23
CCCC(=NC(C)CC)C1=C(O)CC(c2ccccc2)CC1=O (configuration not stated),/,-2,-2,4,8,11,4,1
Cc1c(C)c(C)c(CO/N=C/c2cccs2)c(C)c1C,3,/,0,27,/,-9,7,-4
FC(F)Oc1ccc(NC(=S)NN2CCOCC2)cc1,8,1,/,3,-1,/,-7,/
Cc1cccc([C@@H](NC(=O)OC(C)(C)C)C(=O)OC(C)(C)C)c1,6,1,-4,-10,1,4,5,-8
CCCCNC(=O)C1C2C=CC3(CN(Cc4ccccc4Cl)C(=O)C13)O2 (configuration not stated),6,-5,/,-2,-8,/,-5,/
Cc1nnc(SCC(=O)Nc2ccc(S(N)(=O)=O)cc2)n(N)c1=O,-7,/,6,-3,-3,3,-3,3
CO[C@H](CN(C)Cc1cc(F)ccc1F)[C@@H](C)CN([C@@H](C)CO)S(=O)(=O)c1ccc(C)cc1,-7,/,0,/,2,16,7,-2
CC(C)(C)c1cc(NC(=O)COC(=O)c2ccc(O)cc2O)n(-c2ccccc2)n1,/,/,11,2,0,-1,-3,14
CCC(C)[C@H](NC(=O)Nc1ccccc1F)C(=O)OC (some centres not stated),0,/,0,4,/,2,0,2
CCSc1nnc2ccc(-c3cccs3)nn12,-12,7,0,-43,-2,-4,-13,-14
CCOC1=C2CN(S(=O)(=O)c3ccc(C)cc3)[C@H](c3ccccc3)C[C@@H]2N(S(=O)(=O)c2ccc(C)cc2)[C@H](c2ccccc2)C1,-10,40,-1,-18,0,13,-13,-1
Cc1ccc(SCC(=O)OCC(=O)N2CCN(C(=O)c3ccco3)CC2)c(C)c1,/,3,12,-3,-2,3,8,-7
COc1cccc(C2CC(c3cccc(NS(C)(=O)=O)c3)=NN2C(=O)c2ccccc2)c1OC (configuration not stated),-4,-1,-5,29,6,5,14,0
CO/C=C\C=C/c1nnn(-c2ccc(Cl)cc2)n1,/,/,5,-49,/,-4,/,-2
CC(C)O/N=C1\C(=O)N(c2ccccc2)c2ccccc21,/,3,4,-2,0,8,16,-6
C=CCN=C1S/C(=C/c2cccc([N+](=O)[O-])c2)C(=O)N1CC=C,-3,/,-1,-29,/,0,5,11
COc1ccc(CN2CCCC(CO)(Cc3ccc(F)cc3F)C2)cc1 (configuration not stated),4,7,2,38,0,10,-6,-15
O=C(CNC(=O)c1ccccc1Br)N/N=C/c1ccc(O)cc1,0,/,-2,-1,/,4,-8,-30
COc1ccc(NC(=O)C#Cc2ccccc2)cc1OC,/,/,16,28,0,3,-5,1
C[C@@H]1CN([C@@H](C)CO)C(=O)c2cc(C#C[C@@H](C)O)cnc2O[C@H]1CN(C)CC1CCOCC1,-9,-10[16.7 µM],1,18,-2,9,-1,3
COc1ccc(S(=O)(=O)NC(C)C(=O)NCc2ccccn2)cc1Cl (configuration not stated),-5,1,1,1,-1,0,-3,6
COc1ccc(C(=O)NCC(c2cccs2)N2CCc3ccccc32)c(OC)c1 (configuration not stated),0,28,2,10,-1,6,8,8
O=C(O)Cc1ccc(NC(=O)Nc2cccc3ccccc23)cc1,5,-1,7,22,0,7,/,12
C=CCn1cc(/C=C2\SC(N3CCOCC3)=NC2=O)c2ccccc21,4,0,-2,-1,-5,-7,-3,-8

# Random excerpt: 3 entries already listed.
SMILES,PGC1a acetyl inh,miR-122 sensor,Casp6 inh,PAX8 reporter,Cneo AK release,EWS-Fli block,FN deposit inh,LGR2 inh
O=C(O)Cc1ccc(NC(=O)Nc2cccc3ccccc23)cc1,5,-1,7,22,0,7,/,12
O=C(COC(=O)COc1ccc(Cl)cc1Br)NC1CCCC1,1,-2,-4,-8,-4,5,1,-9
CCOc1ccccc1NC(=O)Cn1c(=O)oc2ccccc21,15,-10,-2,5,0,12,-1,-7
